High-throughput results: PubChem, National Center for Advancing Translational Sciences (NCATS)
HT1080 IDH1KD tx: kills HT-1080 cells with IDH1 knockdown; 360,000 tested, 2% active; HT-1080 IDH1 knockdown viability, ATP luminescence, 48 h; AID 686971; Potency, µM (top dose mostly 46.1 µM), for inactives: at the top dose activity, negative = toxicity, most hits filed as cytotoxic;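 note: potency is the fitted concentration of half-maximal effect; 0% = DMSO wells and -100% = cell-free medium wells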
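Using the IDH1-knockdown HT-1080 line run in the same batch and compound series as the NT line, viability after 48 h at 37 °C was determined by CellTiter-Glo luminescence and expressed as % activity.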
MCF10A rerep: DNA re-replication induction in MCF 10a cells; MCF 10A DNA re-replication, Hoechst nuclear intensity, 48 h; Potency, µM (top dose mostly 46.1 µM), without a hit: top-dose activity, positive = re-replication, hits mostly activators; 350,000 tested, 2.9% active; AID 624296; note: potency is the fitted concentration of half-maximal effect; % of control where 0% means no effect; nearly all actives have a fitted effect of over 50% in size
ATXN2 expr inh: inhibitors of ATXN2 expression | HEK-293 ATXN2-luciferase reporter, luminescence, 24 h | Potency, µM (titrated, usually from 57 µM), for inactives: at the top dose activity change, negative = inhibition, usual class: inhibitors | 360,000 tested, 0.72% active | AID 1745845; note: potency is the fitted concentration of half-maximal effect; % is set by controls: 0 for no effect and ±100 for the full control effect; nearly all actives have a fitted effect of over 55% in size
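qHTS (up to 57 uM final) was run with 24 h compound exposure of reporter cells at 37 °C. Each well was multiplexed: SteadyGlo luminescence measured ATXN2-luciferase expression after a fluorogenic Gly-Phe-AFC viability readout (25 uM final).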
KB-V1 MDR tox: kills drug-selected multidrug resistant KB-V1 cells; KB-V1 MDR cells viability, CellTiter-Glo, 72 h; Potency, µM (highest dose often 46.1 µM), for inactives: at the top dose activity change, negative = cytotoxicity, actives largely listed as cytotoxic; 400,000 tested, 3.4% active; AID 1347076; note: potency is the fitted concentration of half-maximal effect; % is set by controls: 0 for no effect and ±100 for the full control effect; nearly all actives have a fitted effect of over 60% in size
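Cytotoxicity toward P-gp-expressing KB-V1 cells was determined as loss of CellTiter-Glo luminescence after 72 h at 37 degrees C. Compounds were tested in quantitative HTS format across a concentration range, with curves fitted to normalized data.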
KB-3-1 cytotox: KB-3-1 parental cell cytotoxicity; KB-3-1 viability, CellTiter-Glo ATP luminescence, 72 h; Potency, µM (titrated, usually from 46.1 µM), without a hit: at the highest dose activity change, negative = cytotoxic, most hits filed as cytotoxic; 400,000 tested, 1.4% active; note: potency is the fitted concentration of half-maximal effect; % is set by controls: 0 for no effect and ±100 for the full control effect; nearly all actives have a fitted effect of over 60% in size
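Luminescent ATP read-out (CellTiter-Glo) measures survival of drug-naive KB-3-1 cells after 72 h compound exposure at 37 °C. Titration series was screened from lowest to highest concentration, with DMSO vehicle plates as background controls.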
HT1080NT lethal: kills 2HG-producing HT-1080-NT fibrosarcoma cells | HT-1080-NT fibrosarcoma viability, CellTiter-Glo ATP luminescence, 48 h | Potency, µM (titrated, usually from 46.1 µM), for the others: at the top dose activity, negative = less viability, hits mostly cytotoxic | 360,000 tested, 1.6% active | AID 686970;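 note: NT is the 2HG producing partner of a matched IDH1 knockdown line; potency is the fitted concentration of half-maximal effect; 0% = DMSO-treated cells and -100% = media-only wells without cells; nearly all actives have a fitted effect of over 55% in size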
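Viability of the 2HG-overproducing fibrosarcoma line after 48 hours of compound exposure at 37 degrees C was determined by luminescence with CellTiter-Glo, and concentration-effect curves were then fitted and categorized.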
IL-1B inflam inh: inhibitors of inflammasome signaling (IL-1 beta secretion); THP-1 LPS/ATP IL-1B secretion, AlphaLISA, 16 h; hits give low values; activity change, % at 57.5 µM; 360,000 tested, 4.7% active; AID 743279; in the data active = activity change below about -50%; inconclusive = mostly about -30% to -49%; note: % is set by controls: 0 for no effect and ±100 for the full control effect
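Secreted IL-1B measured by AlphaLISA bead assay after 16 h compound exposure of THP-1 cells; compounds (final up to 57.5 uM) added 1 h before LPS (250 ng/mL) and ATP (1.25 mM) stimulation; lower signal means less secretion.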
SW480 rereplic: inducers of DNA re-replication in SW480 colon cancer cells. Potency, µM (titrated, usually from 46.1 µM), inactives show at the highest dose re-replication activation, actives largely listed as activators. SW480 DNA re-replication, Hoechst DNA content imaging, 48 h. 340,000 tested, 1.8% active; note: potency is the fitted concentration of half-maximal effect; % of control where 0% means no effect; nearly all actives have a fitted effect of over 55% in size
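SW480 cells exposed to compounds for 48 hr at 37 C, 5% CO2, then Hoechst-stained 40 min. Nuclear DNA content imaged by fluorescence scanning (405 nm excitation, 500-530 nm emission); re-replication scored as increased high-intensity nuclei.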
S2 tox: reduces viability in counter-screen for ATXN expression inhibitors. S2 cells (HEK-293 line with an ATXN2-luciferase reporter) viability, CellTiter-Fluor protease fluorescence, 24 h. Potency, µM (top dose mostly 56.7 µM), actives largely listed as cytotoxic. 400,000 tested, 0.49% active. AID 651635; note: potency is the fitted concentration of half-maximal effect; nearly all actives have a fitted effect of over 40% in size
Starred values were filed as active, the others as inactive; i = inactive; ? = inconclusive; . = not tested or not shown; [ ] = remark or other dose. Unless noted, calls come from the whole dose curve; as a rule, active = well fitted curve in the direction sought with a large enough effect; inconclusive = small, poorly fitted or top-dose-only effect, or another doubt; inactive = no such curve, though single readings can be large; an effect the other way counts as inactive or inconclusive.

SMILES	HT1080 IDH1KD tx	MCF10A rerep	ATXN2 expr inh	KB-V1 MDR tox	KB-3-1 cytotox	HT1080NT lethal	IL-1B inflam inh	SW480 rereplic	S2 tox
Cc1cccc(NC(=O)Cn2c(=O)oc3ccccc32)c1C	2%	-21%	-4%	14%	-6%	-4%	-6	-16%	i
CC(=O)c1c(N2CCC(C(N)=O)CC2)nc(=S)n(-c2ccccc2)c1C	1%	9%	-4%	6%	8%	2%	15	-2%	i
Nc1cc(=O)[nH]c(SCC(=O)Nc2ccc(S(=O)(=O)N3CCCCC3)cc2)n1	-29%	-1%	19%	15%	0%	-2%	-15	-33%[inhibitor]	i
CCN(CC(O)Cn1c2ccccc2c2ccccc21)S(=O)(=O)c1ccc(F)cc1 (configuration not stated)	?	66%	-8%	12µM*	?	?	?	?	i
COc1cccc2cc(C(=O)OC(C)C(=O)c3ccc(C)cc3)c(=O)oc12 (configuration not stated)	12%	4%	5%	13%	-6%	19%	6	0%	i
CCc1ccc(Nc2ccc3nonc3c2[N+](=O)[O-])cc1	-3%	-1%	30%	2%	-7%	-2%	-18	-93%[inhibitor]	i
CC(=O)c1ccc(N2CCN(C(=S)Nc3cccc(Cl)c3)CC2)cc1	14%	-3%	-8%	23µM*	0%	4%	0	-23%	i
CCn1c(Cc2ccccc2)nnc1SCC(=O)OC(C)C	8%	-5%	18%	-3%	-6%	7%	9	-4%	i
O=[N+]([O-])c1cccc(CN(CCO)Cc2ccccc2)c1	-19%	-6%	-9%	2%	6%	3%	-4	-3%	i
Cc1ccc(S(=O)(=O)N2CCC(C(=O)Nc3ccc(C(C)C)cc3)CC2)cc1	-3%	?	-24%	-4%	?	-8%[9.24 µM]	-4	?	i
CC(N)C12CC3CC(C1)CC(C(C)N)(C3)C2 (configuration not stated)	8%	-1%	-11%	1%	-1%	2%	1	4%	i
CC(C)(C)SCCNC(=O)Nc1ccccc1	28%	13%	38%[activator]	8%	21%	27%	-5	-3%	i
N#C/C(=C\N1CCOCC1)S(=O)(=O)c1ccc(Cl)cc1	2%	2%	-14%	3%	6%	16%	-8	-8%	i
Cc1noc(C)c1CSCC(=O)Nc1nc2c(F)cc(F)cc2s1	-2%	20%	20%	-1%	-16%	-1%	-2	3%	i
CCN(CC)C(=O)C1CC(=O)OC12CCCCC2 (configuration not stated)	-2%	5%	4%	-12%	0%	0%	-7	-4%	i
O=C(Nc1ccccc1C(=O)NC1CC1)c1ccccc1F	0%	21%	.	11%	-13%	-1%	-3	2%	?
CC1CCCCC1NC(=O)CN1CCC(O)(c2ccc(F)cc2)CC1 (configuration not stated)	-8%	17%	-2%	?	1%	11%	-16	?	i
CCOC(=O)c1sc(NC(=O)COC(=O)CNC(=O)C2CCCCC2)c(C(=O)OCC)c1C	12%	4%	4%	-8%	7%	14%	52	-7%	i
Cc1cccc(N2CCN(C(=O)Cn3ccc4ccccc4c3=O)CC2)c1C	?	0%	-20%	0%	-5%	-15%	-7	-3%[9.22 µM]	i
CCOc1ccccc1NC(=O)N1CCCC1C(=O)Nc1ccc(-n2cnnn2)c(C)c1 (configuration not stated)	11%	8%	1%	-9%	-2%	-6%	9	7%	i
O=C(COC(=O)CCc1nc2ccccc2s1)NC(=O)NCc1ccco1	4%	-3%	.	1%	2%	-4%	0	-2%	i
CC(C)c1cc(C(F)(F)F)n2nc(C(=O)Nc3ccc(-n4cnnn4)cc3)cc2n1	5%	-5%	-9%	?	15%	8%	-13	-9%	i
O=C(COc1cccc2cccnc12)N/N=C1\SCC(=O)N1Cc1ccco1	19%	0%	2%	8%	4%	15%	-14	-6%	i
COC(=O)/C=C1/S/C(=N/NC(=O)c2ccccc2)NC1=O	17%	1%	2%	7%	8%	12%	1	0%	i
S=C(NCc1ccccc1)N1CCn2cccc2C1c1cccnc1 (configuration not stated)	-14%	-9%	15%	?	-15%	-16%	16	14%	i

New compounds follow.
SMILES	HT1080 IDH1KD tx	MCF10A rerep	ATXN2 expr inh	KB-V1 MDR tox	KB-3-1 cytotox	HT1080NT lethal	IL-1B inflam inh	SW480 rereplic	S2 tox
Cc1ccc(S(=O)(=O)C2(C(=O)Nc3cccnc3)CC2)cc1	11%	1%	2%	4%	4%	11%	2	-5%	i
CCOC(=O)c1cnc(SCC(=O)OC)nc1N	8%	-9%	21%	-4%	-5%	24%	14	-7%	i
NS(=O)(=O)c1ccc(N/C=C\C(=O)c2ccc(F)cc2)cc1	14%	?	49%[activator]	-15%	12%	-1%	-2	-7%	i
CCc1cccc2c(C(=O)C(NCCCOC)c3ccccc3)c[nH]c12 (configuration not stated)	?	?	-12%	-1%	-3%	16µM*	-3	19%	i
Cc1ccc(Nc2ncnc(-n3cccc3)n2)cc1Cl	12%	-2%	.	-23%	6%	-17%	59	?	i
Cc1cc(Cl)ccc1C(=O)C1CCCN(C(=O)c2ccc3ncccc3c2)C1 (configuration not stated)	-24%	?	-26%	?	0%	-9%	-8	8%	i
CCOc1ccccc1CN1CCC(CO)(CCOc2ccccc2)CC1	-25%	-7%	.	-24%	-7%	-15%	-73*	-3%	i
CCOC(=O)c1cccc(NC(=O)C(C)n2nc(C)c3c(C)n(-c4ccccc4)nc3c2=O)c1 (configuration not stated)	.	.	-18%	10%	-1%	.	.	.	i
COc1ccc(OC)c(C2=NO[C@@](CC(=O)O)(C(=O)Nc3ccc4c(c3)OCCO4)C2)c1	-7%	4%	-12%	?	-7%	-2%	18	1%	i
CN=C1S/C(=C\c2cn(CC(=O)OC)c3ccccc23)C(=O)N1C	-9%	20%	.	-22%	6%	-16%	0	6%	i
O=C1CCCCC(=O)[C@H](O)C[C@H](c2ccccc2)O1	9%	.	-5%	15%	24%	19%	20	.	i
COCCn1c(-c2ccccc2)c(C)n2c3c(=O)n(C)c(=O)n(C)c3nc12	.	.	-11%	?	2%	.	.	.	i
Cc1ccc(Cl)c(OCCCCN(C)Cc2ccccc2)c1	?	8%	?	21µM*	-15%	?	-57*	4%	.
COCC(C)NC(=O)C1CCN(S(=O)(=O)c2ccc3ccccc3c2)CC1 (configuration not stated)	-9%	3%	-8%	?	-9%	-1%	15	-13%	i
O=C(NCc1ccccn1)c1c(O)c2c([nH]c1=O)CCCC2	24%	?	8%	22%	-4%	6%	-8	-3%	i
CCCn1c(N)c(NCCN2CCOCC2)c(=O)[nH]c1=O	-1%	-2%	-9%	2%	16%	4%	11	0%	i
COc1ccc(C)cc1S(=O)(=O)N1CCC(C(=O)N2CCOCC2)CC1	1%	2%	-7%	-25%	-6%	-4%	-7	-9%	i
CC(=O)OCC(OC(C)=O)C(OC(C)=O)C(OC(C)=O)C(=O)Nc1ccc(C)cc1C (configuration not stated)	-2%	-3%	0%	-7%	8%	0%	7	-7%	i
O=C(Nc1nnc(-c2ccccn2)o1)c1cccc(Br)c1	-16%	?	-5%	-22%	-16%	-21%	-7	0%	i
Cc1ccc2c(cnn2C(=O)CCCC(=O)NCc2ccc(F)cc2)c1	-19%	12%	-6%	-19%	?	-16%	40	-1%	?
O=C(COC(=O)c1ccc(Cl)nc1)NNC(=O)c1ccc(Cl)cc1	10%	14%	-14%	0%	3%	9%	-13	?	i
O=C(CN(C(=O)c1csnn1)c1cccc(C(F)(F)F)c1)NCc1ccc(F)cc1	0%	?	-8%	-3%	14%	8%	-15	-2%	i
Cc1cc(OCC(=O)NC(Cc2ccc(Cl)cc2)C(=O)O)c2c(C)cc(=O)oc2c1 (configuration not stated)	10%	-7%	8%	0%	0%	8%	1	-2%	i
O=C1CC(c2ccccc2)CC(=O)N1c1ccccc1	12%	0%	.	14%	0%	2%	-8	5%	i
CCCC(C(=O)Nc1ccc(S(=O)(=O)N2CCOCC2)cc1)c1ccccc1 (configuration not stated)	?	?	?	-13%	-13%	1%[9.24 µM]	?	0.23µM*	?

More results:
SMILES	HT1080 IDH1KD tx	MCF10A rerep	ATXN2 expr inh	KB-V1 MDR tox	KB-3-1 cytotox	HT1080NT lethal	IL-1B inflam inh	SW480 rereplic	S2 tox
CCOC(=O)c1cc(C(=O)c2cc(Br)ccc2O)coc1=N	-2%	?	-11%	-12%	0%	-1%	0	-13%	i
COc1ccc2oc(C(=O)OCC(=O)NCCc3ccc(S(N)(=O)=O)cc3)c(C)c2c1	-26%	6%	.	16%	-15%	-16%	-18	-10%	i
NC(=O)C(c1ccc(F)cc1)c1ccc(C(=O)c2ccccc2)cc1 (configuration not stated)	-21%	16%	-26%	5%	-4%	-12%	-1	-1%	i
CC(=O)Nc1cc(-c2ccccc2F)cn2c(-c3ccccc3)cnc12	-16%	.	4%	5%	0%	-17%	-25	.	?
CCOC(=O)[C@]12CCC=C1N(CCC1=CCCCC1)C(=O)[C@H](CC(=O)NCCc1ccccc1OC)C2	5%	.	-6%	?	14%	2%	-1	.	i
CCOc1ccc(NC(=O)C(c2ccccn2)N(C(=O)CCl)c2ccc(OC)cc2)cc1 (configuration not stated)	5%	0%	5%	?	-23%	-30%	0	?	?
COc1ccc(-n2nc(C(=O)NCC(=O)N(C)Cc3ccccc3)c3ccccc3c2=O)cc1	-17%	22%	-10%	?	0%	7%	0	-6%	i
FC(F)(F)c1cccc(NC(=S)NC2CCCC2)c1	-13%	?	2%	?	18µM*	-20%	34	2%	i

3 structures already listed, ordered by length of the SMILES, largest number first.
SMILES	HT1080 IDH1KD tx	MCF10A rerep	ATXN2 expr inh	KB-V1 MDR tox	KB-3-1 cytotox	HT1080NT lethal	IL-1B inflam inh	SW480 rereplic	S2 tox
CC(C)c1cc(C(F)(F)F)n2nc(C(=O)Nc3ccc(-n4cnnn4)cc3)cc2n1	5%	-5%	-9%	?	15%	8%	-13	-9%	i
Nc1cc(=O)[nH]c(SCC(=O)Nc2ccc(S(=O)(=O)N3CCCCC3)cc2)n1	-29%	-1%	19%	15%	0%	-2%	-15	-33%[inhibitor]	i
O=[N+]([O-])c1cccc(CN(CCO)Cc2ccccc2)c1	-19%	-6%	-9%	2%	6%	3%	-4	-3%	i
